# UCHL1 inh = blocks human UCHL1 ubiquitin-rhodamine cleavage; P09936; purified UCHL1, Ub-rhodamine cleavage fluorescence; inhibition, % at 20 µM; 47,000 compounds, 0.2% hits
# USP8 inh = inhibitors of human USP8 deubiquitinase | purified USP8, Ub-rhodamine cleavage fluorescence, 30 min | 47,000 compounds, 4.2% hits | inhibition, % at 20 µM | AID 1645853
# USP30 inh = inhibitors of human USP30 deubiquitinase. 47,000 compounds, 5.3% hits. purified USP30, Ub-rhodamine cleavage fluorescence. Q70CQ3. inhibition, % at 25 µM. AID 1645860
# USP28 block = inhibitors of human USP28 deubiquitinase | Q96RU2 | purified USP28, Ub-rhodamine cleavage fluorescence, 30 min | inhibition, % at 25 µM | 47,000 compounds, 3% hits | AID 1645857
# USP10 block = blocks human USP10 ubiquitin-rhodamine cleavage; Q14694; purified USP10, Ub-rhodamine fluorescence, 60 min; inhibition, % at 20 µM; 47,000 compounds, 1.1% hits; AID 1645856
# USP17 block = human USP17-like deubiquitinase inhibition; A8MUK1; AID 1645855; 47,000 compounds, 6.5% hits; inhibition, % at 50 µM; purified USP17, Ub-rhodamine cleavage fluorescence, 3 h
# Target sequence (A8MUK1 whole entry, looked up): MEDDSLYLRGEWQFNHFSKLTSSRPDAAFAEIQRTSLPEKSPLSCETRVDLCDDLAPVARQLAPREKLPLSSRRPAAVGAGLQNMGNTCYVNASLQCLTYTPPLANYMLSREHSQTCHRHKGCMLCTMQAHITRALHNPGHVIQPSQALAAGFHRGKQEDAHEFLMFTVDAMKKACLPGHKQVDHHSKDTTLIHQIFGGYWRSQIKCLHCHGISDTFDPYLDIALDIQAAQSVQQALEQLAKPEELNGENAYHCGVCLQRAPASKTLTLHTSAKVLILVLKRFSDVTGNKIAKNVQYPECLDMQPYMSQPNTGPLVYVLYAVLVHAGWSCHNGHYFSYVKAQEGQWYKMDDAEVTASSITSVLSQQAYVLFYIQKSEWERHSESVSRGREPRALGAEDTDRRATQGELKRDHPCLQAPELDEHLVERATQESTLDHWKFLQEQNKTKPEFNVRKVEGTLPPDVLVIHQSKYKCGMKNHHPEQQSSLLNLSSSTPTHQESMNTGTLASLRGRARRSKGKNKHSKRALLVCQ
# USP7 block = inhibitors of human USP7 deubiquitinase. purified USP7, Ub-rhodamine cleavage fluorescence. 47,000 compounds, 0.3% hits. inhibition, % at 20 µM
# OTUD3 block = inhibitors of human OTUD3 deubiquitinase | Q5T2D3 | purified OTUD3, Ub-rhodamine fluorescence, 2 h | inhibition, % at 25 µM | 47,000 compounds, 0.7% hits | AID 1645858
# Target sequence (Q5T2D3 whole entry, looked up): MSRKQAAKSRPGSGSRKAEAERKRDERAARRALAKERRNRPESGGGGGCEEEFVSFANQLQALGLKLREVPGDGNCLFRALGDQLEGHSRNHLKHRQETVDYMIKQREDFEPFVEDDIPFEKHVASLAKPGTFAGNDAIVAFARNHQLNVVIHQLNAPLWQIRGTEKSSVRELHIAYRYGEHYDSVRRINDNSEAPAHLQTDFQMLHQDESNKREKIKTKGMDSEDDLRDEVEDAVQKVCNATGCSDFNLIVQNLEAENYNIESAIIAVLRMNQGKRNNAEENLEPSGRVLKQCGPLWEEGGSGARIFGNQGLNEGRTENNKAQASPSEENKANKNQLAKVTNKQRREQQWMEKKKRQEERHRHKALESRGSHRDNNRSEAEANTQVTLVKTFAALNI
# The depositor's hits bear a star; i = inactive; / = no result given. Cut-off read from the data, not from the text of the source: active = inhibition above about 30%; inactive = the rest.
cpd	canonical_smiles	UCHL1 inh	USP8 inh	USP30 inh	USP28 block
1	CC(=O)NC(Cc1ccccc1C)C(=O)NC1CCN(C(=O)c2cnccn2)CC1 (stereo unspecified)	2.4	3.6	12.1	0.8
2	Cc1nc(C2CCN(C(=O)OC(C)(C)C)CC2)cc(N2CC(C)OC2=O)n1 (stereo unspecified)	-0.8	-93.3	-10.7	1.5
3	COc1cc(O)c2c(=O)c3c(C)cc(O)c(Cl)c3oc2c1	8.9	11.9	2.5	10.9
4	CCn1c(NC(=O)c2cccs2)c(-c2ccccc2)c(=O)c2ccccc21	-2.3	-7.6	-10.2	-0.1
5	Cc1cc(C)c(C#N)c(SCC(=O)Nc2ccc3c(c2)OCO3)n1	1.4	-0.1	19.3	9.9
6	O=C(/C=C\c1ccc2c(c1)OCO2)Nc1c2c(nn1-c1ccc(Cl)cc1)CS(=O)(=O)C2	2.9	23.4	46.7*	35.9*
7	CCC(C(=O)Nc1cccc(-c2nc3ccccc3s2)c1)c1ccccc1 (stereo unspecified)	4.2	7.1	1.0	0.4
8	Cc1cc(=O)oc2c(C)c(OC(C)C(=O)NCc3ccncc3)ccc12 (stereo unspecified)	0.8	14.7	6.6	7.0

cpd	USP10 block	USP17 block	USP7 block	OTUD3 block
1	1.3	5.0	8.0	4.2
2	-2.9	-21.4	-0.9	0.7
3	25.8	22.0	-0.3	2.2
4	-3.7	1.2	7.8	3.9
5	-0.5	20.0	4.6	1.3
6	17.5	57.1*	6.0	38.6*
7	11.6	-0.5	9.0	-8.3
8	0.9	-11.3	2.2	8.3

# Complete entries, quoted from the list.
# O=C(/C=C\c1ccc2c(c1)OCO2)Nc1c2c(nn1-c1ccc(Cl)cc1)CS(=O)(=O)C2 is listed as UCHL1 inh: 2.9; USP8 inh: 23.4; USP30 inh: 46.7*; USP28 block: 35.9*; USP10 block: 17.5; USP17 block: 57.1*; USP7 block: 6.0; OTUD3 block: 38.6*
# CCC(C(=O)Nc1cccc(-c2nc3ccccc3s2)c1)c1ccccc1 (stereo unspecified) is listed as UCHL1 inh: 4.2; USP8 inh: 7.1; USP30 inh: 1.0; USP28 block: 0.4; USP10 block: 11.6; USP17 block: -0.5; USP7 block: 9.0; OTUD3 block: -8.3

# New compounds follow
cpd	canonical_smiles	UCHL1 inh	USP8 inh	USP30 inh	USP28 block
9	CC(=O)Nc1nsc(N2CCC(C(=O)NCc3ccccc3F)CC2)n1	1.1	-10.6	11.9	14.5
10	CC(C)N1CC2CN(C(=O)CCC(N)=O)CCN2Cc2ccccc21 (stereo unspecified)	-137.6	-13.4	/	/
11	Cc1nc(-c2ccc(C)c(S(=O)(=O)NC(C)C(=O)Nc3ccc(C)c(F)c3)c2)no1 (stereo unspecified)	-5.1	11.0	35.6*	24.2
12	Cc1ccccc1OCC(=O)Nc1ccc2c(c1)CN(C(=O)c1ccco1)CC2	5.6	0.0	25.6	36.8*
13	Cc1c(C(=O)N2CCOCC2)cnn1-c1ccc(-c2nc(C(C)C)no2)cn1	2.4	17.5	25.9	13.4
14	COc1cc(OC)nc(N2CCC(C(=O)N3CCN(Cc4ccccc4)CC3)CC2)n1	2.6	3.6	5.6	4.1
15	O=C(NCCc1ccc(F)cc1)C1CCCN(C(=O)Cc2c[nH]c3ccccc23)C1 (stereo unspecified)	-0.6	4.1	6.7	4.6
16	O=C(CSc1nnc(C2CC2)n1Cc1ccccc1)Nc1ccccc1F	0.0	17.3	21.1	10.8

cpd	USP10 block	USP17 block	USP7 block	OTUD3 block
9	1.0	2.5	4.0	10.4
10	-3.1	-183.3	-116.2	-1.1
11	19.3	3.3	-0.2	3.0
12	7.5	21.5	-19.3	6.5
13	0.7	11.4	4.0	10.9
14	-2.9	7.8	2.1	2.1
15	0.0	0.0	-3.4	2.6
16	0.5	8.2	-4.5	5.2

# More entries follow.
cpd	canonical_smiles	UCHL1 inh	USP8 inh	USP30 inh	USP28 block
17	Cc1ccccc1C(=O)N1CCN(c2cc(=O)n(C)c(=O)n2C)CC1	2.8	1.1	7.7	-3.4
18	COCCn1cnc2c(oc3nc4c(cc32)CCCC4)c1=O	-3.3	-21.4	-15.7	-7.2
19	CN(C(=O)CSc1nnc2c(Cl)cc(Cl)cn12)c1ccccc1	0.1	-10.3	-0.3	5.4
20	Cc1ccc(C)c(NC(=O)CC2C(=O)N(CC3CCCO3)c3nc4ccccc4n32)c1 (stereo unspecified)	-1.5	-20.4	-22.7	-11.2
21	COc1ccc(C2C(C(=O)C(C)(C)C)N3c4ccc(Cl)cc4C=CC3C23C(=O)c2ccccc2C3=O)cc1 (stereo unspecified)	-52.0	-266.1	i	-202.1
22	Cc1nn(C)c(Cl)c1C1CCCN1CC(=O)NC1CCCCC1 (stereo unspecified)	-5.0	-10.2	-59.9	-14.7
23	CC(=O)Nc1ccc(C(=O)NCc2ccc(Br)cc2)c(N2CCOCC2)c1	1.7	0.4	-16.6	-3.5
24	O=C(NCc1ccco1)c1cccnc1-c1nc2ccccc2s1	5.7	32.7*	-12.6	12.6

cpd	USP10 block	USP17 block	USP7 block	OTUD3 block
17	1.7	1.8	5.9	7.4
18	-3.2	-7.6	-5.5	-5.2
19	-3.4	5.7	3.6	5.4
20	1.9	-22.3	-15.2	-14.1
21	-8.6	-106.8	-52.2	-153.9
22	-3.9	-20.1	-6.5	-16.7
23	3.1	-9.4	-6.1	-3.9
24	-0.2	3.0	-9.7	8.8

# New compounds follow:
cpd	canonical_smiles	UCHL1 inh	USP8 inh	USP30 inh	USP28 block
25	COc1cccc(NC(=O)c2cc(-c3ccccn3)nc3ccccc23)c1	-4.3	-0.9	-128.1	-30.0
26	O=C(NCCCS(=O)(=O)N1CCN(c2ccc(F)cc2)CC1)c1cccc(F)c1	-2.3	-7.0	-9.1	-2.2
27	CC12CN3CC(C)(CN(C1)C3c1ccc([N+](=O)[O-])cc1)C2O (stereo unspecified)	-1.0	-82.1	0.2	-9.9
28	Cc1ccc2c(c1)[C@]1(C(=O)N2)[C@@H](C(=O)c2cccc([N+](=O)[O-])c2)[C@]2(C(=O)Nc3ccccc32)[C@@H]2CCCN21	2.3	-14.7	11.9	5.2
29	O=c1cc(CN2CCCCC2)nc(-c2ccccc2)[nH]1	0.6	-2.2	-1.9	2.4
30	CC1(C)CC(=O)c2ccc(OCC(=O)Nc3ccccc3)cc2O1	1.2	5.4	6.4	17.0
31	Cc1cccc(NC(=O)c2cnc(N3CCCC3)nc2C)c1	-2.6	-8.6	1.0	11.6
32	Cc1noc2nc(C)n(CC(=O)NCCc3ccccc3)c(=O)c12	0.6	-6.8	-4.0	-2.2

cpd	USP10 block	USP17 block	USP7 block	OTUD3 block
25	-9.1	-22.9	-4.5	-33.0
26	15.3	-8.8	9.9	3.0
27	1.5	-27.9	2.3	-2.3
28	7.9	-7.0	1.6	12.7
29	-1.5	-13.9	-0.5	12.5
30	5.4	-4.5	-11.0	5.9
31	2.0	0.7	-1.5	-4.1
32	0.3	-11.9	-2.6	-2.5

# In another format: 6 of the compounds above.
# Second line of a record: UCHL1 inh, USP8 inh, USP30 inh, USP28 block, USP10 block, USP17 block, USP7 block, OTUD3 block
25) COc1cccc(NC(=O)c2cc(-c3ccccn3)nc3ccccc23)c1
  -4.3, -0.9, -128.1, -30.0, -9.1, -22.9, -4.5, -33.0
26) O=C(NCCCS(=O)(=O)N1CCN(c2ccc(F)cc2)CC1)c1cccc(F)c1
  -2.3, -7.0, -9.1, -2.2, 15.3, -8.8, 9.9, 3.0
28) Cc1ccc2c(c1)[C@]1(C(=O)N2)[C@@H](C(=O)c2cccc([N+](=O)[O-])c2)[C@]2(C(=O)Nc3ccccc32)[C@@H]2CCCN21
  2.3, -14.7, 11.9, 5.2, 7.9, -7.0, 1.6, 12.7
27) CC12CN3CC(C)(CN(C1)C3c1ccc([N+](=O)[O-])cc1)C2O (stereo unspecified)
  -1.0, -82.1, 0.2, -9.9, 1.5, -27.9, 2.3, -2.3
31) Cc1cccc(NC(=O)c2cnc(N3CCCC3)nc2C)c1
  -2.6, -8.6, 1.0, 11.6, 2.0, 0.7, -1.5, -4.1
29) O=c1cc(CN2CCCCC2)nc(-c2ccccc2)[nH]1
  0.6, -2.2, -1.9, 2.4, -1.5, -13.9, -0.5, 12.5

# (continued)
cpd	canonical_smiles	UCHL1 inh	USP8 inh	USP30 inh	USP28 block
33	CC(C)(C)C(=O)Nc1ccnn1C1CCN(Cc2cnn(-c3ccccc3)c2)CC1	0.1	-6.0	-6.0	-5.2
34	CC1SCC(=O)N(CC(=O)Nc2ccc3c(c2)OCCO3)C1=O (stereo unspecified)	-0.2	5.6	0.0	24.3
35	COCCn1cnc(-c2nc(C(=O)N3CCCN(C)CC3)c3ccccn23)c1	-9.4	-100.5	-138.6	-24.4
36	C[C@H]1CN(C(=O)NCc2ccc(F)cc2)C[C@@H]1c1nc(-c2ccccc2)no1	4.5	4.5	7.2	13.9
37	COc1ccc2cc1Oc1ccc(cc1)C[C@H]1c3cc(c(OC)cc3CCN1C)Oc1c(OC)c(OC)cc3c1[C@H](C2)N(C)CC3	7.7	1.0	-1.4	-4.0
38	O=C(c1cccc(C(F)(F)F)c1)N1CCC2(CC1)NCCc1[nH]cnc12	-0.4	3.2	-14.5	-10.2
39	O=C(NC1CC1)c1ccnn1-c1ccc2ccc(-c3cccnc3)cn12	-166.7	-121.9	i	-249.1
40	O=C(N[C@H](CO)Cc1ccccc1)c1nc(-c2ccc3[nH]ccc3c2)no1	0.0	-14.9	-32.9	-3.6

cpd	USP10 block	USP17 block	USP7 block	OTUD3 block
33	-2.1	-5.5	0.0	1.9
34	-2.3	14.0	3.7	4.7
35	-6.9	-63.3	-12.5	-21.4
36	-3.4	2.9	-7.7	10.3
37	-6.1	10.6	1.1	4.8
38	0.1	-6.9	0.0	-2.8
39	-5.1	-140.8	-153.3	-169.5
40	2.1	-11.7	2.1	-6.3

# (next part)
cpd	canonical_smiles	UCHL1 inh	USP8 inh	USP30 inh	USP28 block
41	CN1CCN(c2ccc3nnc(CCC(=O)NCC4CCN(Cc5ccc(F)cc5)CC4)n3n2)CC1	-5.5	22.7	-14.6	-8.8
42	Cc1ccc(-c2nc(-c3cccc(C(=O)N4CCOCC4)c3)no2)cc1	1.9	-1.2	19.9	4.6
43	COc1cnc(CSc2ncccn2)cc1OCC(=O)Nc1ccc(C)cc1C	-0.1	-52.0	8.7	-13.4
44	COc1ccc(-c2noc(CNC(=O)CCc3ccccc3)n2)cc1OC	1.5	8.4	13.8	0.9
45	COc1ncccc1CNC(=O)Cc1cccnc1	-3.8	-4.8	-16.5	0.0
46	CCOc1ccc(NC(=O)CCn2ccc(=O)[nH]c2=O)cc1OCC	-2.0	-83.4	-17.6	-13.6
47	O=C(CC1CCOCC1)N1CCC(c2cc(=O)n3[nH]ccc3n2)CC1	-1.0	-30.4	-4.8	-7.0
48	O=C1C(NS(=O)(=O)Cc2cc(F)cc(F)c2)CCN1c1ccccc1 (stereo unspecified)	-1.6	10.9	-12.6	18.0

cpd	USP10 block	USP17 block	USP7 block	OTUD3 block
41	0.3	/	-1.1	-4.3
42	-0.4	-1.9	-5.5	8.9
43	0.2	8.2	-2.9	-2.8
44	-0.9	8.5	-0.2	5.0
45	-4.0	-6.0	-1.4	-0.3
46	0.8	-22.3	0.5	7.9
47	1.4	-12.5	1.4	-3.0
48	4.4	46.7*	-0.1	0.8

# Next section, starting with the last three of the part before.
cpd	canonical_smiles	UCHL1 inh	USP8 inh	USP30 inh	USP28 block
46	CCOc1ccc(NC(=O)CCn2ccc(=O)[nH]c2=O)cc1OCC	-2.0	-83.4	-17.6	-13.6
47	O=C(CC1CCOCC1)N1CCC(c2cc(=O)n3[nH]ccc3n2)CC1	-1.0	-30.4	-4.8	-7.0
48	O=C1C(NS(=O)(=O)Cc2cc(F)cc(F)c2)CCN1c1ccccc1 (stereo unspecified)	-1.6	10.9	-12.6	18.0
49	Cc1ccc2c(c1)C1(C(=O)N2)N2CC3(C)CN1CC(C)(C2)C3=O (stereo unspecified)	-3.4	1.9	-13.4	-18.3
50	CCCSc1nc(SCC(=O)Nc2nccs2)c2c3c(sc2n1)COC(C)(C)C3	-0.6	-25.2	0.0	-2.3
51	O=C(Nc1ccccc1F)c1cncc(NS(=O)(=O)c2ccccc2)c1	5.5	8.3	3.1	2.1
52	O=C(NCc1nc(-c2ccc(S(=O)(=O)N3CCCC3)cc2)no1)c1ccco1	1.0	12.9	-3.7	12.8
53	Cc1nn(C)c(C)c1CCNC(=O)Nc1ccc(Cl)cc1	-1.6	10.9	-6.0	5.2
54	O=c1[nH]c(=O)n(Cc2ccco2)c2c1CN(Cc1ccccc1)CN2	-1.0	0.7	-20.5	-1.2
55	CCc1nc2sc3c(NCCN4CCOCC4)ncnc3c2c2c1COC(C)(C)C2	-0.5	0.1	-0.3	-6.7
56	Cc1ccc2c(c1)c(=O)cc(C(F)(F)F)n2C[C@H]1CCCN1C(=O)c1ccccc1	3.4	4.0	25.5	17.1

cpd	USP10 block	USP17 block	USP7 block	OTUD3 block
46	0.8	-22.3	0.5	7.9
47	1.4	-12.5	1.4	-3.0
48	4.4	46.7*	-0.1	0.8
49	0.6	0.0	-0.2	-3.2
50	0.7	-13.6	-1.5	0.8
51	0.4	5.1	4.3	6.0
52	0.1	7.5	9.5	9.1
53	1.5	16.8	-0.1	-1.0
54	-2.3	-7.1	0.0	1.9
55	-0.2	5.1	-0.2	-0.1
56	4.2	8.5	2.6	9.0
